Screening data from PubChem.
Giardia kill – Giardia lamblia killing. AID 540267. hit rate 0.15% among 340,000. activity change, % at 7.66 µM, hits read low. Giardia lamblia trophozoite viability; in the data active = activity change below about -80%; inconclusive = between about -30% and that limit;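 note: parasites exposed to compound for two days anaerobically before the ATP read; % is set by controls: 0 for no effect and ±100 for the full control effect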
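Media and compound were dispensed first, then trophozoites at 100 cells/well; plates sat 48 hrs at 37 deg C without oxygen before ATP luminescence reagent was added and read after 15-30 min at room temperature.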
p53 reactivator – mutant p53 re-activation in reporter cells; H1299 p53-A138V BP100-luciferase reporter, luminescence, 24 h; Potency, µM (series often up to 92.2 µM), inactives show at the top dose activity change, positive = activation, actives largely listed as activators; hit rate 0.063% among 320,000; AID 504706; note: potency is the fitted concentration of half-maximal effect; % of control where 0% means no effect; nearly all actives have a fitted effect of over 45% in size
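p53-null H1299 cells stably carrying temperature-sensitive p53-A138V and a BP100-luciferase reporter were pinned with compounds (4-point, 1:5 series) and held 24 hrs at 37 deg C. Luminescence was read 10 min after detection reagent.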
ELG1 genotoxic – genotoxicity induction in ELG1-luciferase HEK293T cells; hit rate 1.3% among 330,000; AID 504466; HEK293T ELG1-luciferase reporter, luminescence, 16 h; Potency, µM (titrated, usually from 46 µM), without a hit: at the top dose activity change, positive = activation, usual class: activators; note: potency is the fitted concentration of half-maximal effect; % of control where 0% means no effect; nearly all actives have a fitted effect of over 60% in size
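Cells (2,000/well) expressing the ELG1-luciferase fusion are dosed by pin tool and kept 16 hr at 37 °C, 5% CO2. Signal comes from ONE-Glo luciferase reagent after 30 min at room temperature.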
Rab9 prom act – activators of Rab9 promoter. Potency, µM (doses to about 9.22 µM), without a hit: top-dose activation, negative = inhibition, actives largely listed as activators. Huh7 Rab9 promoter-luciferase reporter, luminescence, 24 h. hit rate 2.8% among 320,000; note: potency is the fitted concentration of half-maximal effect; % of control where 0% means no effect; nearly all actives have a fitted effect of over 60% in size
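Promoter activation is measured as luciferase luminescence in Huh7 cells stably transfected with a Rab9 promoter–luciferase construct, following 24 h compound exposure at 37 °C and 10 min reagent incubation at ambient temperature.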
RORgamma inh – blocks mouse ROR gamma transcriptional activity. Drosophila S2 Gal4-RORgamma UAS-luciferase reporter, 20 h. P51450. Potency, µM (top dose mostly 53.6 µM), for inactives: at the highest dose activity change, negative = inhibition, actives largely listed as inhibitors. hit rate 5.4% among 310,000; note: potency is the fitted concentration of half-maximal effect; % is set by controls: 0 for no effect and ±100 for the full control effect; nearly all actives have a fitted effect of over 60% in size
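Drosophila S2 cells stably expressing Gal4-DBD/mouse RORγ fusion under metallothionein promoter plus UAS-luciferase; compound 1 h, then 700 uM CuSO4 induction for 20 h at ambient temperature; inhibition read as reduced luminescence.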
Menin-MLL TR inh – menin-MLL binding inhibition, Texas Red mutant peptide; O00255; Menin + Texas Red MLL mutant peptide, fluorescence polarization; Potency, µM (titrated, usually from 61.6 µM), without a hit: at the highest dose FP activity change, negative = inhibition, usual class: inhibitors; hit rate 0.23% among 270,000; active = well fitted inhibition curve with a large enough effect in the polarisation, with a control signal flat, not every such curve was filed as active; inconclusive = small, poorly fitted or top-dose-only effect, or effect the other way, or a change in a side signal; inactive = no such curve, though single readings can be large or run the other way; the % refers to the polarisation; note: potency is the fitted concentration of half-maximal effect; % of control where 0% means no effect; many of its hits are not listed in these tables
FLuc modulator – counter-screen for miR-21 project: firefly luciferase inhibitors or activators; hit rate 6.9% among 360,000; AID 588342; Potency, µM (series often up to 57.5 µM), inactives show at the highest dose activity change, negative = inhibition, most hits filed as inhibitors; purified FLuc, Km substrates, luminescence inhibition;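 note: potency is the fitted concentration of half-maximal effect; plate controls were vehicle for no effect and reference inhibitor for full effect; nearly all actives have a fitted effect of over 55% in size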
Target sequence (P08659 whole entry, looked up): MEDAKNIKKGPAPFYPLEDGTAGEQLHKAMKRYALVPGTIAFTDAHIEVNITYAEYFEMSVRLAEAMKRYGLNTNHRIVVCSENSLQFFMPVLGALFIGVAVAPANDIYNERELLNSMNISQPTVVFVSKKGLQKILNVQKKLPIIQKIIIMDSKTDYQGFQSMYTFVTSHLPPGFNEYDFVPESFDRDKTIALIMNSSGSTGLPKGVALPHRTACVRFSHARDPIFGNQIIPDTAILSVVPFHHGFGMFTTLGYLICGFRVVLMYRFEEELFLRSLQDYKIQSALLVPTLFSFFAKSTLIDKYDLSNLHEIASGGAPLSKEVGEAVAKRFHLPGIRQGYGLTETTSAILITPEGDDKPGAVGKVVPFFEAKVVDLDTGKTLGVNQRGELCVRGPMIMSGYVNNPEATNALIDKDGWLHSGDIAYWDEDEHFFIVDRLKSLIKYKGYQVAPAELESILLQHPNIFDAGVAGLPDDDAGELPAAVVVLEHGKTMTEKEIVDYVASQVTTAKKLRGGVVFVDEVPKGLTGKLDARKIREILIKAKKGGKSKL
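Purified P. pyralis luciferase, 10 nM final, with Km-level 10 uM D-luciferin and 10 uM ATP in 50 mM Tris acetate pH 7.5, 10 mM Mg acetate, 0.01% Tween-20, 0.05% BSA; 6-point qHTS titration about 60 µM downward; luminescence read.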
BRCA1 expr act – increases BRCA1 expression; Potency, µM (series often up to 46.1 µM), without a hit: at the top dose activation, actives largely listed as activators; MCF7-BRCA1-FFLuc reporter, luminescence, 48 h; response scale: scaled: vehicle 0%, 10 µM genistein 100%; hit rate 1.1% among 380,000; AID 624202; note: potency is the fitted concentration of half-maximal effect; nearly all actives have a fitted effect of over 80% in size; some results filed as inactive show a strong effect at the top dose
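48 h compound treatment of MCF7-BRCA1-FFLuc cells (phenol-red free MEM, 37 °C), then 15 min with luciferase substrate and luminescence imaging.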
NPC1 promoter act – NPC1 promoter activation; AID 485313; Huh7 NPC1 promoter luciferase reporter, 24 h; Potency, µM (highest dose often 9.22 µM), inactives show top-dose activation, hits mostly activators; hit rate 2.4% among 320,000;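 note: potency is the fitted concentration of half-maximal effect; % of control where 0% means no effect; nearly all actives have a fitted effect of over 60% in size; reporter is driven by a mutant NPC1 promoter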
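Quantitative HTS used a cell-based reporter: Huh7 cells stably bearing the NPC1 promoter upstream of luciferase were treated with compounds for 24 h, and promoter activation was read as luminescence.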
PKM2 activator – PKM2 (human) enzyme activation | P14618 | purified PKM2, Kinase-Glo ATP luminescence, activation; response scale: 0% is enzyme alone, no compound | Potency, µM (series often up to 57.5 µM), without a hit: at the highest dose activation, actives largely listed as activators | hit rate 0.34% among 260,000; note: potency is the fitted concentration of half-maximal effect; % is set by controls: 0 for no effect and ±100 for the full control effect; nearly all actives have a fitted effect of over 55% in size
Target sequence (P14618 whole entry, looked up): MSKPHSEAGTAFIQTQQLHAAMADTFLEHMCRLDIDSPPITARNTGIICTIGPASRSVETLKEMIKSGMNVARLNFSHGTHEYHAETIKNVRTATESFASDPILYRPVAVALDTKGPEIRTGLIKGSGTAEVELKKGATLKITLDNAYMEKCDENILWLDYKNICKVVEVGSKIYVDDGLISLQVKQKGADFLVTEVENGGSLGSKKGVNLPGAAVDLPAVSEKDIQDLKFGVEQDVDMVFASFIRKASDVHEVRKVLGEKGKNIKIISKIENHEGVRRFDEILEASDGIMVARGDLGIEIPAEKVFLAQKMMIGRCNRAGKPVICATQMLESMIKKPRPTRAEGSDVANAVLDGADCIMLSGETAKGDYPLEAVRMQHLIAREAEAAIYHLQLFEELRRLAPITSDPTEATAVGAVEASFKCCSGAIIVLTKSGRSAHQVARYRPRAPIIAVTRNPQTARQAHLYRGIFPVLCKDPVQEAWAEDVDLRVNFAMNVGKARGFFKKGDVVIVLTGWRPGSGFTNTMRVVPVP
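ATP formation by purified human PK-M2, quantified via coupled luciferase luminescence after 1 h at room temperature with 0.1 mM ADP and 0.5 mM PEP final.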
Gal4-VP16 FLuc – counter-screen for ROR gamma inhibitors: Gal4-VP16 reporter | AID 2546 | hit rate 3.5% among 310,000 | Potency, µM (highest dose often 53.6 µM), inactives show top-dose activity, negative = inhibition, actives largely listed as inhibitors | Drosophila S2 Gal4-VP16 UAS-luciferase, luminescence, 20 h;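 note: Gal4-VP16 expression switched on by copper sulfate through the metallothionein promoter; potency is the fitted concentration of half-maximal effect; % is set by controls: 0 for no effect and ±100 for the full control effect; nearly all actives have a fitted effect of over 50% in size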
Starred values were filed as active, the others as inactive; ? = inconclusive; . = not tested or not shown; [ ] = dose if it differs, or a comment. Unless noted, calls come from the whole dose curve; as a rule, active = well fitted curve in the direction sought with a large enough effect; inconclusive = small, poorly fitted or top-dose-only effect, or another doubt; inactive = no such curve, though single readings can be large; an effect the other way counts as inactive or inconclusive.

SMILES	Giardia kill	p53 reactivator	ELG1 genotoxic	Rab9 prom act	RORgamma inh	Menin-MLL TR inh	FLuc modulator	BRCA1 expr act	NPC1 promoter act	PKM2 activator	Gal4-VP16 FLuc
COc1cc(C(=O)Nc2nc(-c3cc(C)ccc3C)c(C)s2)ccc1OCC(=O)Nc1ccc(F)cc1	6.0	-1.2%	3.6%	-12.5%	22.3%	4.8%	-1.0%	-24.1%	-9.0%	-13.2%	4.1%
COCc1cc(C)nc(OCC(=O)N/N=C/c2ccc(C)cc2)c1C#N	1.2	-3.2%	-0.2%	-13.9%	-1.1%	.	0.1%	-31.5%	-19.7%	-8.6%	-1.9%
Cc1ccc(C)c(N2CCN(C(=O)Cn3ncc4c([nH]c5ccc(C)cc54)c3=O)CC2)c1	-1.3	-2.3%	7.6%	-3.1%	13.9%	.	-0.6%	-5.8%	-1.5%	.	-10.9%
COc1cc2c(C#N)c(N3CCCCC3)nc(N)c2c(N)n1	-7.6	27.5%	?	11.5%	-3.7%	?	4.78µM*	-49.8%	13.0%	5.2%	1.7%
C#CCSc1nc2ccccc2n1C(=O)c1ccc(S(=O)(=O)N2CCCCC2)cc1	4.6	3.7%	0.6%	0.4%	-4.6%[10 µM]	17.9%	-1.6%	1.0%	-2.2%	0.2%	0.4%
Cc1cc(C)nc(CC(N)=O)n1	0.5	33.3%	-2.1%	-3.3%	-21.9%	27.0%	2.0%	4.9%	-0.8%	2.4%	4.5%
Cc1ccc(O)c(C(CC(=O)NCc2cccnc2)c2ccccc2)c1 (configuration not stated)	6.6	-5.6%	-8.5%	-22.5%	2.3%	3.5%	-0.8%	1.8%	-3.6%	-2.6%	7.0%[10 µM]
CC(=O)c1c(C)[nH]c(C(=O)OCc2c(F)cccc2Cl)c1C	-13.8	-0.1%	2.2%	-6.9%	-26.3%	29.9%	4.9%	-8.0%	-2.3%	3.4%	16.7%
Cn1cc(S(=O)(=O)N2CCN(C(=O)c3ccco3)CC2)c(=O)n(C)c1=O	-19.7	2.7%	4.8%	-1.9%	-9.4%	5.9%[11.7 µM]	0.9%	-4.3%	0.5%	-0.4%	-1.6%
CC(CCc1ccccc1)NCc1cccc2ccccc12 (configuration not stated)	-24.2	11.5%	-8.7%	3.7%	-16.2%	-16.0%	0.5%	-21.0%	1.5%	-0.6%	6.0%
O=C(Nc1ccc(F)cc1F)c1cccc(C(=O)Nc2ccc(F)cc2F)n1	17.5	?	18.3µM*	-7.8%	?	3.1%	-1.2%	-38.3%	-5.6%	-0.3%	?
COC(=O)C(C)(C(=O)OC)c1ccc(C(F)(F)F)cc1[N+](=O)[O-]	26.2	14.4%	-3.7%	-2.3%	10.1%	-0.5%	0.2%	-18.4%	-4.7%	-0.6%	-11.1%
COc1cccc(NC(=O)CC(=O)c2ccccc2)c1	19.3	?	?	2.82µM*	-0.5%	82.8%[activator]	16.9µM*	?	3.55µM*	.	8.7%
CC(C)OC(=O)c1sc2nc(-c3ccccc3)ccc2c1N	-29.4	11.0%	?	0.447µM*	7.08µM*	?	0.301µM*	0.8%	0.316µM*	-2.5%	?
Cc1cc(OC(C)C(=O)NCc2ccncc2)c2c(C)c(C)c(=O)oc2c1 (configuration not stated)	-14.3	-14.9%	12.7%	0.2%	-32.9%	9.9%	3.5%	-16.0%	-1.8%	.	0.0%
COc1ccccc1N1CCN(C(=O)c2ccccc2Oc2ccccc2)CC1	-11.7	-10.5%	-3.0%	-4.6%	0.0%[10 µM]	-0.5%	-0.4%	-20.5%	5.9%	-3.7%	-7.9%
O=C(CNC(=O)c1cccc([N+](=O)[O-])c1)NC1CCCc2ccccc21 (configuration not stated)	12.7	-2.7%	-4.1%	-4.9%	.	.	-0.1%	-25.3%	-2.5%	.	.
CCOc1ccccc1C(=O)NCC(=O)Nc1ccc2c(c1)OCO2	3.0	9.5%	2.3%	0.1%	.	.	1.3%	-53.7%	5.6%	.	.
Cc1occc1-c1nnc(SCC(=O)N2CCCc3ccccc32)n1Cc1ccco1	6.6	-7.5%	-4.4%	-3.7%	31.4%	-24.5%	6.4%	-29.7%	-3.0%	8.1%	?
O=C(Nc1ccc(F)cc1)N1CCOCC1	-10.3	-0.2%	3.5%	-0.3%	3.4%	-0.4%	-2.6%	-1.4%[1.84 µM]	-1.2%	-2.0%	-1.7%
CCN(CC)S(=O)(=O)c1ccc(NC(=O)c2cccs2)cc1	20.1	-3.7%	-1.2%	-2.7%	-7.2%	2.1%	1.7%	29.3%	-6.2%	?	3.3%
Cc1ccc(S(=O)(=O)NC(CC(C)C)C(=O)N2CCOCCOCCOCC2)cc1 (configuration not stated)	9.9	1.6%	-2.2%	-2.2%	-10.8%	77.4%[activator]	-0.4%	-13.9%	-0.2%	.	-5.4%
Cc1ccc(C(=O)Nc2ncc(Cc3ccc(F)cc3)s2)o1	-23.3	?	?	2.82µM*	?	?	2.69µM*	?	2.51µM*	-1.3%	?
O=C(N1CCOCC1)N1CCC(c2nc(-c3ccc(S(=O)(=O)N4CCOCC4)cc3)no2)CC1	16.3	-4.4%	-0.5%	-5.3%	-6.9%	11.0%	-0.4%	-0.2%	-2.9%	-1.3%	-5.7%
O=S(=O)(c1ccc(Cl)cc1)N1CCN(S(=O)(=O)N2CCCCCC2)CC1	-8.7	3.5%	1.5%	-0.8%	-4.2%	18.1%	-0.1%	3.4%	-4.6%	-11.8%	-7.3%
Cc1nn(Cc2c(F)c(F)c(F)c(F)c2F)c(C)c1NC(=O)c1cccc(COc2ccccc2Cl)c1	-3.2	-0.7%	?	0.355µM*	37.0%	?	6.01µM*	-11.5%	0.501µM*	-2.6%	-4.7%
O=C(Nc1ccc(N2CCOCC2)cc1)c1ccc(-c2ccccc2[N+](=O)[O-])o1	3.7	1.5%	3.0%	14.7%	49.9%	?	3.38µM*	11.4%	29.8%	5.1%	-3.5%
O=C(OC1CCOC1=O)c1cc(-c2ccccc2)nc2ccccc12 (configuration not stated)	-13.6	-11.7%	-2.7%	-4.0%	22.1%	19.0%	?	6.5%	-2.9%	0.0%	1.5%
CC(C)(CC(=O)O)CC(=O)N1CCN(c2nc3ccc(Cl)cc3s2)CC1	-19.1	-2.4%	5.2%	-1.4%	?	-5.0%	-16.9%	48.6%	-1.6%	.	25.4%
COc1cccc(C(=O)/C=C/c2ccc(OCC#N)c(OC)c2)c1	8.6	-24.9%	-14.3%	-4.7%	?	23.9%	?	-81.1%	-1.1%	-10.9%	?
CC(C)(C)Nc1c(N)c(=O)oc2ccccc12	-18.6	-0.6%	-2.0%	1.6%	13.4%	11.5%	?	-8.8%	-1.7%	-9.3%	6.7%
CCN(CC)S(=O)(=O)c1ccc(N2CCCC2)c(NS(=O)(=O)c2ccc(F)cc2)c1	-6.0	-8.2%	0.7%	-8.6%	24.8%	-3.2%	-3.1%	-30.2%	4.9%	-9.5%	-1.1%
CN(C)S(=O)(=O)c1ccc(Cl)c(NC(=O)COc2ccccc2[N+](=O)[O-])c1	-15.2	-5.1%	5.3%	-1.0%	-3.0%	1.2%	-1.0%	-13.5%	0.1%	-3.0%	?
CC(=O)n1cc([C@H]2C=C(C(=O)N3CCN(Cc4ccccc4)CC3)O[C@@H](OCc3ccc(CO)cc3)C2)c2ccccc21	4.2	11.8%	-7.7%	8.6%	22.1%	?	0.4%	-26.8%	7.3%	-5.3%	-13.3%
O=C(Cc1ccccc1)Nc1ccc(C(=O)NCC2COc3ccccc3O2)cc1 (configuration not stated)	-6.0	20.2%	3.8%	0.6%	?	4.2%	3.7%	2.4%	7.3%	-1.2%	?
CCc1ccccc1NC(=O)C(Cc1ccccc1)c1nn[nH]n1 (configuration not stated)	-11.4	15.7%	2.1%	-1.8%	-5.4%	1.0%	-8.2%	-0.3%	0.8%	-3.9%	5.3%
O=C(NC1CCCCC1)C(c1ccco1)N(C(=O)c1csnn1)c1cccc(Cl)c1 (configuration not stated)	-8.0	0.1%	-3.7%	3.9%	-0.3%	2.7%	-0.3%	-36.0%	-0.1%	1.6%	22.2%
COc1cccc(CNC(=O)CCCSc2ccccc2)c1	-21.6	-9.7%	-0.1%	0.5%	-10.3%	-1.4%	-4.8%	37.6%	0.1%	.	-4.7%
CSc1ccc(CN(C)C(=O)c2cc(S(=O)(=O)NCc3ccccc3)ccc2C)cc1	4.9	-3.4%	?	-8.2%	.	.	-10.8%	-61.1%	3.7%	.	.

Only part of the results is shown (hit frequency here may not be typical).
